High-throughput results deposited in PubChem BioAssay by MTDP.
RNase H inhibition – RNase H inhibition, HIV 1 Gag Pol polyprotein, FRET biochemical assay, screening (AID 372). HIV-1 RT RNase H, FRET RNA/DNA substrate fluorescence; higher % means a stronger effect. 100,000 compounds, 0.77% hits. inhibition, % at 10 µM, or IC50 in µM where a hit was titrated; in the data active means inhibition above about 50%
An asterisk follows results filed as active; & = joins results of further samples.

SMILES	RNase H inhibition
O=C1C2C(C(=O)N1c1cc(C(F)(F)F)ccc1Cl)C1C=CC2C12CC2 (stereo not drawn)	0%
COC(=O)C1=C(C)N=c2s/c(=C\c3ccccc3OC)c(=O)n2C1c1ccccc1Cl (stereo not drawn)	8%
CN1C(=O)C(=O)N(CC(=O)NCc2ccco2)C1=O	38%
CC1=C(C(=O)Nc2ccc(C)cc2)C(c2ccc(N(C)C)cc2)NC(=S)N1 (stereo not drawn)	7%
COc1ccc(C=Nc2cccc(-c3cnc[nH]3)c2)cc1	1%
Cc1ccc2c(Cl)c(C(=O)O)sc2c1	16%
Cc1ccc(/C(O)=C2\C(=O)C(=O)N(CCCC(=O)O)C2c2ccc(F)cc2)cc1 (stereo not drawn)	4%
O=[N+]([O-])c1ccc(OCCCCNCCO)cc1	7%
COc1cc(C=C2C(=O)NC(=S)NC2=O)ccc1OCc1ccccc1F	22%
O=C1c2ccccc2C(=O)N1CCCCN(C(=O)c1cc2ccccc2oc1=O)c1ccc(F)cc1F	7%

Some of the entries above, reformatted:
COC(=O)C1=C(C)N=c2s/c(=C\c3ccccc3OC)c(=O)n2C1c1ccccc1Cl (stereo not drawn)
  RNase H inhibition: 8%
Cc1ccc2c(Cl)c(C(=O)O)sc2c1
  RNase H inhibition: 16%
O=[N+]([O-])c1ccc(OCCCCNCCO)cc1
  RNase H inhibition: 7%

Following part
SMILES	RNase H inhibition
CN(c1ccc(C(=O)NCCSCc2ccccc2)cc1)S(=O)(=O)c1ccccc1	9%
O=C(Nc1ncc(Cc2ccc(F)cc2)s1)c1ccccc1I	3%
CN1CCN(C(=O)c2cc3nc(-c4cccs4)cc(C(F)(F)F)n3n2)CC1	10%
Cc1[nH]n(-c2ccccc2)c(=O)c1N=Nc1ccc(Oc2ccccc2)cc1	9%
CC(=O)N1CCN(c2ccc([N+](=O)[O-])c(NC3CC3)c2)CC1	0%
COc1cc(C(O)c2nc3ccccc3n2C)cc(OC)c1OC (stereo not drawn)	26%
Cc1ccc(/C=C(\C#N)c2nc(-c3ccc(Cl)cc3)cs2)cc1	14%
C=CCN1C(=O)/C(=C\c2ccc(OCCOc3ccc(C)cc3)c(OCC)c2)SC1=S	4%
Cc1ccc(C(=O)O)cc1N1C(=O)C2C3C=CC(C3)C2C1=O (stereo not drawn)	6%
O=[N+]([O-])c1ccccc1CC1CC1(Cl)Cl (stereo not drawn)	27%
CC(C)(C)SCCN=C1NS(=O)(=O)c2ccccc21	4%
COc1ccc(/C=C(\C#N)C(=O)Nc2ccccc2)c2ccccc12	6%
COc1cc(/C=C(\C#N)c2[nH]nc(N)c2C#N)cc(OC)c1OC	0%
CCc1cccc(C)c1NC(=O)C1CC=CCC1C(=O)O (stereo not drawn)	4%
CC1(C)CC(=O)C(C=NCCN2CCN(C3CC(=O)N(c4cccc(Br)c4)C3=O)CC2)=C(O)C1 (stereo not drawn)	6%
CCOc1ccc(C(=O)Nc2ccc(I)cc2Cl)cc1Cl	5%
O=C1NC(=O)N(c2ccc3c(c2)OCO3)C(=O)/C1=C/c1ccc(I)o1	10%
NNc1nc2c(c(=O)n1Cc1ccccc1)C1(CCCC1)Cc1ccccc1-2	25%
CC1=C(C(=O)Nc2ccc(Br)cc2)C(c2cccc3ccccc23)NC(=S)N1 (stereo not drawn)	9%
COC(=O)c1ccc(/C=N/NC(=O)COc2ccc(C(C)(C)CC(C)(C)C)cc2[N+](=O)[O-])cc1	16%
Cc1ccccc1OCC(=O)N/N=C/c1ccc(OCc2ccccc2Cl)cc1	0%
CCCOc1ccc(C(=O)Nc2ncc(Cc3ccccc3Cl)s2)cc1	7%
Cc1ccc(Cl)c(OCCCN2CCOCC2)c1	0%
COc1ccc(OCC(O)Cn2c(C)nc3ccccc32)cc1 (stereo not drawn)	0%
O=C1/C(=C/c2cc([N+](=O)[O-])cc(Br)c2O)SC(=Nc2ccccc2)N1c1ccccc1	1%
CC(=O)Nc1ccc(S(=O)(=O)Nc2ccc(Br)c(Cl)c2)cc1	10%
O=C(COc1ccc(Br)cc1)N/N=C/c1cccnc1	0%
CCC1=NN2C(=N)/C(=C/c3cccc(OS(=O)(=O)c4ccc(C)cc4)c3)C(=O)N=C2S1	19%
O=C(c1cc(-c2cccc(Br)c2)nc2ccccc12)N1CCOCC1	0%
O=C(c1ccc(Cl)cc1)c1cc(NC(=O)c2cc(I)cc(I)c2O)ccc1Cl	31%
O=C(Nc1ccc(Cl)cc1)Nc1nnc(Cc2cccc(Br)c2)s1	0%
O=C(c1ccco1)N1CCc2ccccc21	17%
COc1ccc(CN2CCN(C3CC4CCC3C4)CC2)c(OC)c1OC (stereo not drawn)	12%
Cc1ccc(-n2c(C)cc(C=C3C(=O)NC(=S)NC3=O)c2C)cc1C	19%
CC1=C(C(=O)OCCOc2ccccc2)C(c2ccc3c(c2)OCO3)NC(=O)N1C (stereo not drawn)	9%
O=C(N/N=C/c1cccc(Cl)c1Cl)c1cc(Br)ccc1O	6%
Cc1ccc(OC2=NS(=O)(=O)c3ccccc32)cc1	3%
COc1ccc(N(CC(=O)N2CCOCC2)S(=O)(=O)c2ccc(C)cc2)c(OC)c1	8%
CCOc1ccc(Nc2nc(-c3ccc(C)cc3C)cs2)cc1	11%
COc1cccc(NC(=O)c2ccc(-c3cccc(Cl)c3C)o2)c1	44%

Taken from above.
In RNase H inhibition, `O=C(c1ccco1)N1CCc2ccccc21` has 17%
In RNase H inhibition, `COc1ccc(N(CC(=O)N2CCOCC2)S(=O)(=O)c2ccc(C)cc2)c(OC)c1` has 8%
In RNase H inhibition, `Cc1ccc(OC2=NS(=O)(=O)c3ccccc32)cc1` has 3%
In RNase H inhibition, `COc1ccc(CN2CCN(C3CC4CCC3C4)CC2)c(OC)c1OC` (stereo not drawn) has 12%

(more compounds)
SMILES	RNase H inhibition
COc1ccc(/C=N\NC(=O)c2ccc(Br)cc2)c(OC)c1	6%
O=C1C=C(C(F)(F)C(F)(F)F)Nc2ccccc2N1	0%
Cc1nnc(SCc2ccc(F)cc2)s1	0%
COc1cc(C=O)ccc1OCCCCOc1c(C)cc(Br)cc1C	12%
COc1ccc(/C=C(\NC(=O)c2ccccc2)C(=O)NCCc2c[nH]c3ccccc23)cc1OC	5%
Cc1ccccc1-c1nnc(N)s1	4%
CCOc1cc(C(=O)NC(=S)Nc2ccc(OC)c(Cl)c2)cc(OCC)c1OCC	16%
C=CCNC(=O)c1ccc(CN(c2cccc(Cl)c2)S(C)(=O)=O)cc1	4%
Fc1ccccc1C=NN1CCN(c2ccccn2)CC1	6%
O=C(Nc1c(C(=O)N2CCOCC2)cnn1-c1ccccc1)c1cccc(F)c1	1%

Filtered by structure: the compounds so far containing a thiophene ring, fused or not (2)
SMILES	RNase H inhibition
Cc1ccc2c(Cl)c(C(=O)O)sc2c1	16%
CN1CCN(C(=O)c2cc3nc(-c4cccs4)cc(C(F)(F)F)n3n2)CC1	10%

Following part:
SMILES	RNase H inhibition
CCOc1ccc(C(=O)Nc2ccc3oc(-c4ccccc4F)nc3c2)cc1	17%
Fc1ccc(Nc2nc(-c3ccc(F)cc3)cs2)cc1	14%
COc1cccc(OCCCCOc2ccc([N+](=O)[O-])cc2)c1	5%
O=C(C[n+]1ccc2ccccc2c1)c1ccc(NC(=O)c2ccccc2)cc1	18%
COc1cccc(-n2c(C=C3C(=O)Nc4ccc(C)cc43)nc3ccccc3c2=O)c1	9%
CCOc1ccc(N(C)S(=O)(=O)c2ccc(Cl)cc2)cc1	16%
O=C1NC(=S)NC(=O)C1=Cc1ccc(OCc2ccc(Cl)c(Cl)c2)cc1	39%
CC1=C(C(=O)OCc2ccccc2)C(c2ccc(C)s2)NC(=O)N1 (stereo not drawn)	55%*
O=C(Oc1ccc(/C=N/NS(=O)(=O)c2ccc(Cl)cc2)cc1)c1ccco1	12%
COc1ccc(Cl)cc1NC(=O)NS(=O)(=O)c1ccc(C)cc1	4%
O=[N+]([O-])c1ccc(/C=N/NS(=O)(=O)c2ccc(Cl)cc2)s1	3%
O=C(CSc1ncn[nH]1)Nc1cccc(C(=O)O)c1	1%
COc1ccc(-n2c(C)cc(/C=C(\C#N)C(=O)Nc3cccc(Cl)c3C)c2C)cc1	7%
CN1CCN(C2CC(=O)N(c3ccc(Br)cc3)C2=O)CC1 (stereo not drawn)	5%
NC1=NC(=O)/C(=C/c2ccc(OCc3cccc(Cl)c3)cc2)S1	19%
O=C1/C(=C/c2ccc(F)cc2)SC(=S)N1c1ccc(F)cc1	17%
COc1ccc(/C=N/NC(=O)c2ccccc2I)c2ccccc12	0%
CCc1ccc(N2CC(C(=O)Nc3ccc(Cl)cc3Cl)CC2=O)cc1 (stereo not drawn)	32%
Cc1ccc(C(=O)N/C(=C\c2ccc(F)cc2)C(=O)NCc2cccnc2)cc1	12%
CCOC(=O)C1=C(c2ccccc2)NC(=O)NC1c1cc(Br)c(O)c(OC)c1 (stereo not drawn)	9%
CC(=O)N1CCN(CC(C)(C)NS(=O)(=O)c2ccc(Cl)cc2)CC1	0%
O=C(NC(NC(=S)Nc1cccc2ccccc12)C(Cl)(Cl)Cl)c1ccccc1F (stereo not drawn)	19%
COCCOC(=O)c1c(C)oc2ccc(OCc3ccc([N+](=O)[O-])cc3)cc12	0%
NNC(=O)c1ccc(OCc2ccc(Cl)cc2)cc1	0%
CCOc1ccc(NC(=O)CC23CC4CC(CC(C4)C2)C3)cc1	9%
Cc1ccc(C=Nc2ccccc2C(N)=O)cc1	4%
CCOc1ccc(CN2CCSCC2)cc1	8%
Cc1cccc(OC(=O)c2ccccc2Br)c1C	0%
O=C(Oc1ccccc1C(=O)N1CCOCC1)c1ccc(Br)cc1	11%
CCOc1cc(C(=O)Nc2cccc3ccccc23)cc(OCC)c1OCC	0%

Reprinted from the part before: three entries, then new ones.
SMILES	RNase H inhibition
Cc1cccc(OC(=O)c2ccccc2Br)c1C	0%
O=C(Oc1ccccc1C(=O)N1CCOCC1)c1ccc(Br)cc1	11%
CCOc1cc(C(=O)Nc2cccc3ccccc23)cc(OCC)c1OCC	0%
CC1(C)Cc2ccccc2-c2nnc(-c3ccccc3)n21	0%
Cc1ccc(C)c(S(=O)(=O)Nc2ccccc2)c1	0%
COc1ccc(Cl)cc1C(=O)NCc1ccc2c(c1)OCO2	4%
CN(CCOC(=O)c1cc(Br)ccc1Cl)C(C)(C)C	0%
Clc1ccc(-c2nc(N3CCCCC3)nc3ccccc23)cc1	0%
CC(C)CC(=O)N1CCN(Cc2ccccn2)CC1	0%
O=C(O)c1ccc(/C=N/N2CCN(Cc3cccc4ccccc34)CC2)cc1	7%
O=[N+]([O-])c1ccc(N/C(=N/S(=O)(=O)c2ccccc2)c2ccccc2)cc1	2%
Ic1ccc(-c2csc(N3N=C(c4ccccc4)CC3c3ccccc3)n2)cc1 (stereo not drawn)	8%
COc1ccc(NC(=O)c2cnn3c2NC(c2cccs2)CC3C(F)(F)F)cc1OC (stereo not drawn)	20%
CCCOc1cccc(C(=O)Nc2cccc(-c3nc4cc(Cl)ccc4o3)c2C)c1	17%
CCCCCCOc1ccc(N2C(=O)CC(N3CCN(Cc4ccccc4)CC3)C2=O)cc1 (stereo not drawn)	20%
CN1CCN(c2c(C(=O)O)cc([N+](=O)[O-])cc2[N+](=O)[O-])CC1	0%
CCC(=O)N1c2ccccc2-c2nnc(SC)nc2OC1c1cccc(OC)c1OC (stereo not drawn)	10%
Cc1cc(Nc2cccc(O)c2)n2ncnc2n1	6%
COc1ccc([N+](=O)[O-])cc1NC(=O)c1ccc(N(C)C)cc1	2%
CC1(C)CC(=O)C2=C(C1)Nc1ccccc1NC2c1ccc(Cl)cc1 (stereo not drawn)	5%&2%
COc1ccc(C(=O)Oc2ccc(/C=c3/sc4nc5ccccc5n4c3=O)cc2)cc1	5%
COc1ccc(C2CC(=O)C(C=NCc3ccc(Cl)c(Cl)c3)=C(O)C2)cc1 (stereo not drawn)	10%
Nc1ncnc(Nc2ccc3ccccc3c2)c1[N+](=O)[O-]	11%
CCOC(=O)C(=CNc1ccccc1OCC)C(=O)OCC	0%
CCOc1ccccc1NC(=O)c1cc(C(=O)OC)cc([N+](=O)[O-])c1	24%
CC(C)=CCC/C(C)=C/CC(C)(C)C1OCCO1	1%
COc1cccc(/C=N/NC(=O)CSc2nnc(-c3cc(OC)c(OC)c(OC)c3)n2-c2ccccc2)c1O	8%
CCC1CCc2c(sc(NC(=O)c3cccnc3)c2C(N)=O)C1 (stereo not drawn)	16%
O=C(NCCNC(=O)c1cccs1)c1cccs1	7%
CC(=O)N1C(=O)NC2CC1NC(=O)N2C(C)=O	6%
Cc1ccc(-c2ccc(OCC(=O)Nc3ccc4c(c3)OCCO4)cc2)cc1	10%
COc1cccc(C=C2C(=O)NC(=S)NC2=O)c1OC	4%
COc1ccc(NC(=O)/C(=C\c2ccccc2OC)NC(=O)c2ccccc2OC)cc1	8%
C=C(C)CNC(=S)NNC(=O)c1ccco1	0%
Cc1cccc(OCC(=O)Nc2ccc3c(c2)OCO3)c1C	0%
COc1ccc(Cl)cc1Nc1nc(-c2sc(NC(C)=O)nc2C)cs1	25%
COC(=O)C1=C(C(=O)OC)SC(=C2C(=S)C(C)(C)N(C(=O)/C=C/c3ccc(OC)c(OC)c3)c3ccc(OC)cc32)S1	53%*
N#CC1(c2ccccc2)CCCN1C(=O)c1ccc(Br)cc1 (stereo not drawn)	9%
COc1ccc(OC)c(NC(=O)c2ccccc2CCc2ccccc2)c1	16%
C=CCc1ccc(OCCOCCOc2cccc(C(F)(F)F)c2)c(OC)c1	18%
CC(=O)C1=C(O)C(=O)N(CCN(C)C)C1c1ccccc1[N+](=O)[O-] (stereo not drawn)	6%
CCNC(=O)CC1S/C(=N\N=C(C)C)NC1=O (stereo not drawn)	15%
O=S(=O)([O-])CCC[n+]1cnc2ncc3c(n21)/C(=C/c1ccccc1)CCC3	0%
COc1ccc(N(CC(=O)Nc2ccc(C)c(C)c2)S(C)(=O)=O)cc1	39%
N#C/C(=C(/O)c1ccco1)c1nc2ccccc2[nH]1	0%
Cc1ccc(NC(=S)NC(=O)c2cccc(Br)c2)cc1Cl	4%

Only part of the results is shown; rates above refer to the full screens.
